Bioassay records deposited in PubChem by several laboratories.
zfTRPN1 agonist: zebrafish TRPN1 (NompC) channel agonism; activation, % at 3 µM; HEK293 zebrafish TRPN1-YFP, Fluo-8 calcium fluorescence; 100% = response to 87 µM carbachol; 220,000 compounds, 0.18% hits; AID 1424;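 active = activation above its plate's cutoff, the mean activation of test wells on that plate plus 3 SD, cut at about 19% in these data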;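 note: 0% = DMSO alone and 100% = 87 µM carbachol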
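Material: zebrafish TRPN1-YFP in HEK293 cells; Doses: single test compound dose, 3 µM nominal, 0.3% DMSO; Timing: dye loading 1 h at 37 °C, then 30 min room temperature; Technique: intracellular calcium fluorescence with Fluo-8; Benchmarks: high carbachol 87 µM, low DMSO alone.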
PPC-1+TRAIL kill: PPC-1 cancer cell killing with TRAIL present. PPC-1 cells + TRAIL, ATPLite viability luminescence. cell killing (% activity), % at 4 µM. 220,000 compounds, 0.41% hits;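 active = cell killing above 50% in the first pass at 4 µM, then a duplicate retest at 5 µM averaging 50% or more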;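 note: plate controls were cells with TRAIL plus DMSO for no effect and medium-only wells lacking cells for full effect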
CHOP inhibitor: blocks CHOP induction under ER stress; CHO-K1 CHOP-promoter luciferase, tunicamycin-induced, 15-18 h; inhibition, % at 10 µM; 220,000 compounds, 3.8% hits; AID 2732;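 active = compounds that reduced the stress-induced luciferase reporter signal by more than about 70% of percent inhibition, limit read from the data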;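 note: 0% = tunicamycin plus vehicle and 100% = wells without tunicamycin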
MDM2 E3 inh: Mdm2 E3 ligase (human) inhibition. Q00987. cell-based MDM2 ubiquitination luciferase reporter, 2 h; 0 = plate control, 100 = twice control, blank-subtracted. signal enhancement, % at 5 µM. 210,000 compounds, 0.11% hits. AID 1230;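 active = signal enhancement of 30% or more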;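 note: luminescence tracks abundance of the self-degrading MDM2-luciferase fusion protein; higher signal means inhibition of MDM2 E3 ligase activity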
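system = mammalian cells stably expressing self-ubiquitinating, self-degrading MDM2 E3–luciferase fusion | quantity = 2000 cells per well seeded | incubation = 4 h cell settling then 2 h compound exposure, 37 °C | signal = SteadyLite luminescence, 15 min reagent step | benchmarks = plate control and blank wells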
Runt-SMMHC FRET: blocks binding of human RUNX1 Runt domain to CBFb-SMMHC; Q01196+Q13951; Cerulean-Runt/Venus-CBFb-SMMHC FRET ratio 530/480, 1 h; inhibition, % at 20 µM; 220,000 compounds, 0.74% hits;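 active = mean inhibition across duplicate retests at 20 µM reaching about 50%, limit read from the data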;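 note: 0% = DMSO wells and 100% = wells with excess untagged CBFb-SMMHC; inhibitors lower the FRET ratio by blocking Runt binding to CBFb-SMMHC; some results filed as inactive read as strong as hits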
Target sequence (Q01196 whole entry, looked up, the tested form may be a part): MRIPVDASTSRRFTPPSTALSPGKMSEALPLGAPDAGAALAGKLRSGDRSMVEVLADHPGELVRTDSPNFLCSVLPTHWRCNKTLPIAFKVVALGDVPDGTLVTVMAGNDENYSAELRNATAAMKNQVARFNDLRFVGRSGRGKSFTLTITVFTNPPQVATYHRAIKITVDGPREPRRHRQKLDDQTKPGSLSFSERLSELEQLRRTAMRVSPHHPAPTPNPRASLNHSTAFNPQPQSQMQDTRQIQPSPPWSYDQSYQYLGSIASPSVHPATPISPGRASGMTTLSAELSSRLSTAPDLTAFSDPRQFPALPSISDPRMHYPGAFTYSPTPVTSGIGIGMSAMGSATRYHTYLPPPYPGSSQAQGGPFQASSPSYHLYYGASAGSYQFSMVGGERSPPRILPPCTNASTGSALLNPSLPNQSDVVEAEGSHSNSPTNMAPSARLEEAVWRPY
Target sequence (Q13951 whole entry, looked up, the tested form may be a part): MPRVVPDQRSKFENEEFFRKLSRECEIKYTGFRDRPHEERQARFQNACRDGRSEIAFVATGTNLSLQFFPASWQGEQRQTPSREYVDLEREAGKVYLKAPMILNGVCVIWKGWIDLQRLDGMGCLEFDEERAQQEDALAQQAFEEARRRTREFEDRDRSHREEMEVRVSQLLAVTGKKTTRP
TRPML3 ag: activates the human TRPML3 channel; activation, % at 3 µM; 220,000 compounds, 0.29% hits; HEK293 TRPML3-YFP, Fluo-8 calcium fluorescence; 100% = the carbachol control signal;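 active = activation above its plate's cutoff, the mean activation of the plate's test wells plus 3 SD, cut at about 12% in these data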;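 note: 0% = DMSO only wells and 100% = carbachol wells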
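Test system: TRPML3-YFP stable HEK293 cells. Doses: single point at 3 µM. Incubation: dye loading 1 h 37 °C then 30 min ambient, 125 s read. Signal: Fluo-8 calcium dye fluorescence, ex 470-495, em 515-575 nm. Measure: percent activation from peak-to-basal fluorescence ratio, scaled between DMSO and carbachol.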
TNF death inh: inhibitors of TNF-alpha induced necroptosis in Jurkat FADD-/- cells; activation (protection from cell death), % at 10 µM; Jurkat FADD-/- TNF necroptosis rescue, ATP luminescence, 24 h; 0 = TNF only, 100 = no-TNF cells; 220,000 compounds, 0.068% hits; AID 463075;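 active = activation, meaning protection from cell death, of at least 50% relative to plate controls; inactive = activation below 50%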;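 note: necroptosis triggered by 40 ng/mL TNF-alpha added together with compound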
NCF1 inh: p47phox (human) inhibition; P14598; p47phox/p22phox peptide binding, fluorescence polarization, 2 h; inhibition, % at 24.7 µM; 220,000 compounds, 0.53% hits;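 active = inhibition above about 30%, limit read from the data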;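 note: 0% = p47phox with labelled peptide and 100% = labelled peptide alone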
EBV gp42 inh: EBV gp42 inhibition. Q1HVG2. Fluorescence polarization binding assay, mP read-out. inhibition, % (tested at 21.74 µM). 220,000 compounds, 0.42% hits. AID 1085; in the data active = inhibition above about 50%
Target sequence (Q1HVG2 whole entry, looked up): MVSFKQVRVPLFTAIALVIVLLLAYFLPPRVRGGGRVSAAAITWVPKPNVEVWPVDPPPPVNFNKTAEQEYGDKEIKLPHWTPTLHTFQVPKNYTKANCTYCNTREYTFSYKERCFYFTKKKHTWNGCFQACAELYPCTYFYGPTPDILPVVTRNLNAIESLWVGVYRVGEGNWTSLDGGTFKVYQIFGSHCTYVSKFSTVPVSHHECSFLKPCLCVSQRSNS
Numbers without * were called inactive; · = not tested or not shown.

SMILES	zfTRPN1 agonist	PPC-1+TRAIL kill	CHOP inhibitor	MDM2 E3 inh	Runt-SMMHC FRET	TRPML3 ag	TNF death inh	NCF1 inh	EBV gp42 inh
O=c1[nH]c(=O)c2nnc(N/N=C/c3ccccc3F)nc2[nH]1	1.6	-4	-21	-8	1	0.6	2.3	-5	-10
O=c1c2nnn(Cc3ccccc3)c2ncn1C/C=C/c1ccccc1	-0.1	10	44	-17	-2	0.3	2.6	-3	0
COc1ccc(C(=O)CSc2nnc(-c3ccco3)c(-c3ccco3)n2)cc1	-0.9	14	-27	-12	6	-0.4	-3.4	5	31
O=C(Cc1c(F)cccc1Cl)Nc1ccc(S(=O)(=O)NCC2CCCO2)cc1 (centres undefined)	1.8	8	-2	-8	-2	0.7	1.5	-6	-11
Cc1ccc(C(=O)NCC(=O)OCC(=O)c2ccc3c(c2)OCCO3)cc1C	-0.1	-4	-19	-5	1	0.9	-0.5	-7	-14
Cc1cc(NC(=O)/C=C/c2cccc(Cl)c2)n(-c2nc3ccccc3[nH]2)n1	-0.8	-2	-16	9	-1	0.7	2.5	-7	-3
O=C(c1csc2c1CCCC2)N1CCCCC1	1.9	7	21	-13	2	0.8	-2.3	-1	3
CCOC(=O)C1(CCOC)CCN(C(=O)c2ccccc2-c2cccc(C)c2)CC1	-0.7	2	14	-4	-4	-0.4	1.0	11	-15
Clc1ccc(-c2nnc(CNC3CC3)o2)cc1	0.5	5	8	-7	-1	0.1	1.7	-4	-15
CCCn1nnc(NC(=O)COc2ccc(C3CCCCC3)cc2)n1	1.4	18	59	-15	4	-0.9	-1.0	-12	-10
N#CCC(=O)Nc1sc2c(c1C(N)=O)CCCC2	1.9	-10	20	-9	6	-0.2	0.7	-4	-3
COCCn1nnnc1C(c1ccccc1)N1CCN(c2ccccc2)CC1 (centres undefined)	-0.7	13	1	3	1	0.5	0.4	9	-3
N#CC(C(=O)Nc1ccc(Cl)cc1)=C1Nc2ccccc2N1	-0.1	-10	90*	-20	0	-0.5	3.5	-17	4
CNC(=O)CC(=O)Nc1ccccc1C(=O)O	1.2	16	41	-13	-2	0.2	-0.9	-10	-5
Cc1nn(CC(=O)c2ccc(Cl)s2)c(C)c1[N+](=O)[O-]	0.5	-6	7	-3	1	0.2	5.9	-46	-48
CCn1c(SCC(=O)NC)nnc1C(C)C	-0.1	19	-13	-8	1	0.4	-1.3	0	-14
CCOc1ccc(C(=O)NC(=S)Nc2ccc(NC(=O)CC)cc2)cc1[N+](=O)[O-]	1.9	20	-20	-6	-7	1.1	1.1	12	5
O=C(OCc1nc2ccccc2[nH]1)C12CC3CC(CC(C3)C1)C2	0.9	11	-15	7	3	-1.2	1.6	-16	-8
O=C1C(=O)N(CNc2ccccn2)c2ccccc21	0.4	12	-29	-22	-7	0.9	-4.3	-2	2
O=C(NCC1COc2ccccc2O1)C1CCCN(S(=O)(=O)c2cccc3cccnc23)C1 (centres undefined)	0.4	10	56	-34	-3	0.6	-3.5	-1	-11
O=C(NCc1cccs1)C12CC3CC(CC(C3)C1)C2	-0.3	4	24	1	1	-0.1	9.3	-10	-10
CC(C)C(=O)c1cc2c(cc1NC(=O)Nc1cccc3ccccc13)OCCO2	1.0	30	25	-3	0	1.1	-0.8	-6	-9
O=C(CSCc1ccccc1)N/N=C/c1ccc(OCC(=O)N2CCCCC2)cc1	1.1	-12	-18	-1	1	0.7	4.4	-18	5
CC(=O)OC1COC(n2ccc3cc([N+](=O)[O-])ccc32)C(OC(C)=O)C1OC(C)=O (centres undefined)	0.2	26	-14	-5	2	0.8	-0.4	-10	5
CC(C)(C)c1ccc(-c2cnco2)cc1	0.1	10	-7	-14	0	0.9	-0.1	-4	-8
Next section.
SMILES	zfTRPN1 agonist	PPC-1+TRAIL kill	CHOP inhibitor	MDM2 E3 inh	Runt-SMMHC FRET	TRPML3 ag	TNF death inh	NCF1 inh	EBV gp42 inh
Cc1[nH]n(-c2ccccc2)c(=O)c1N=Nc1cccc(S(=O)(=O)N2CCOCC2)c1	0.7	-14	4	-16	-4	0.4	-1.6	-9	-7
O=C(NC(Cc1ccccc1)c1nc2ccccc2[nH]1)c1cccc([N+](=O)[O-])c1 (centres undefined)	0.1	15	15	·	1	-0.4	3.4	-24	-20
NC(=S)Nc1cccc2[nH]ccc12	0.7	11	-2	-13	-2	-0.3	-1.8	-9	-8
COc1ccc2c(c1OC)C(=O)N(c1ncn[nH]1)C2	0.0	13	7	-10	-3	0.3	-1.8	-1	-23
Cc1nc(SCC(=O)N2CCCc3ccccc32)c2oc3ccccc3c2n1	1.1	10	44	-7	-8	0.4	-6.4	1	-19
COC(=O)c1sccc1NC(=S)N1CCN(c2cccc(C)c2C)CC1	2.8	1	34	7	0	0.6	1.3	-14	-11
N#Cc1c(-c2cccs2)cc(-c2ccccn2)nc1N	-0.2	31	-54	-10	25	-1.3	-0.2	-19	-11
CCN(CC)C(=O)c1c[nH]c2ccc(S(=O)(=O)Nc3cc(C)cc(C)c3)cc2c1=O	1.3	·	9	-14	4	1.5	0.2	-19	-16
Cc1ccc(S(=O)(=O)N(C)CC(=O)OCC(=O)Nc2ccccc2)cc1	0.6	-9	-1	-93	-2	-0.2	4.7	2	-12
CCOCCCNC(=O)Cc1ccc(Br)cc1	0.0	0	44	10	0	0.8	0.9	2	-8
CCCCC(CC)C(=O)Nc1ccc(Cl)cn1 (centres undefined)	-1.0	19	55	1	1	0.2	0.0	-8	-13
Cc1ccc(C)c(N=C2NC(=O)CS2)c1	1.1	10	18	-4	1	-0.9	-0.2	-9	5
Cc1ccc(C(=O)c2ccc(N3CCN(C)CC3)c([N+](=O)[O-])c2)cc1	2.2	14	8	-8	6	1.7	-2.3	1	3
COc1ccc(CCNC(=O)C(=O)Nc2ccc3nc4n(c(=O)c3c2)CCCCC4)cc1OC	2.8	4	8	4	-1	0.3	3.7	1	-13
CCOc1ccc(C(C)C)cc1S(=O)(=O)n1ccnc1C	-1.6	3	3	·	-1	-1.1	-0.7	0	5
CCOC(=O)C1=NN(c2ccc(OC)cc2)C2C(=O)N(c3ccccc3OC)C(=O)C12 (centres undefined)	1.5	-21	14	-4	-26	0.8	5.3	-13	-14
C=CCn1c(SCC(=O)Nc2ccc(C(=O)OCC)cc2)nnc1-c1sc(N)nc1C	2.4	33	27	-14	-2	0.7	-2.2	0	-3
O=C(NC1CC2CCCC(C1)N2S(=O)(=O)c1ccccc1)c1ccccc1 (centres undefined)	0.0	13	10	-11	-2	0.2	0.2	-13	-7
CN(C)S(=O)(=O)c1cccc(COC(=O)C2=COCCO2)c1	0.7	1	22	-8	4	0.1	0.0	-7	-9
O=C(NCc1cccnc1)c1ccc(-c2cc3ccccc3oc2=O)cc1	13	18	24	-13	-2	4.3	-9.9	-6	1
COC(=O)c1c(NC(=O)C2CC=CCC2C(=O)O)sc(C(N)=O)c1C (centres undefined)	3.2	15	-24	-14	-4	0.9	0.6	-27	-31
Cn1c(N)c(C(=O)c2ccc(Cl)cc2)c(=O)n(C)c1=O	-0.2	23	3	-9	3	0.8	0.8	-2	-9
CC(=O)N=Nc1[nH]c(N)c2ccccc12	1.1	-23	-10	-8	0	0.7	0.1	4	-5
c1nc(NCCN2CCOCC2)c2sc3nc(N4CCOCC4)c4c(c3c2n1)CCC4	-0.3	-6	20	-26	-41	-0.1	-3.5	3	-14
Cc1cc(NS(=O)(=O)c2ccc(NC(=O)CCSc3ccc(F)cc3)cc2)nc(C)n1	0.3	-4	5	-5	0	-0.1	-0.5	-18	-1
(continued)
SMILES	zfTRPN1 agonist	PPC-1+TRAIL kill	CHOP inhibitor	MDM2 E3 inh	Runt-SMMHC FRET	TRPML3 ag	TNF death inh	NCF1 inh	EBV gp42 inh
COc1ccccc1-c1cc(C(=O)NCc2ccc(Cl)cc2)no1	-1.5	19	37	-18	5	-0.1	1.6	-4	-1
Clc1ccc(Cn2ncc3c(N4CCOCC4)ncnc32)cc1	3.4	-1	32	-18	0	1.0	0.8	8	-5
CCOc1ccc(Cc2nn[nH]n2)cc1	0.3	15	19	-2	-13	0.3	-0.5	-5	-9
O=C(O)c1ccccc1C(=O)Nc1ccc(Br)c(C(F)(F)F)c1	0.2	8	-1	4	0	0.2	-0.2	-1	-2
Cc1ccn2c(/C=N/OCc3cccc(F)c3)c(-c3ccc(Cl)cc3)nc2c1	-0.3	13	-31	-72	-10	-0.5	-1.0	6	-4
COc1ccc(CCNC(=O)Cn2nnc(-c3cccc(OC)c3OC)n2)cc1OC	1.6	18	16	-13	3	0.5	-1.7	-14	-11
O=C(c1ccc(CN2CCOCC2)cc1)N1CCN(c2ccccc2F)CC1	0.6	-7	-6	-8	0	0.9	-1.0	-14	0
Brc1ccc(OCCn2ccnc2)cc1	-0.2	4	-4	-4	3	0.4	1.9	-9	-14
NC(=O)[C@@H]1CC2(CC(c3cccc(NC(=O)[C@H]4CCC(=O)N4)c3)=NO2)CN1C(=O)COc1ccc(Cl)cc1 (some centres undefined)	·	0	-7	13	-1	·	2.1	3	2
CN1CCC(C2(O)c3ccccc3CCc3ccccc32)CC1	0.9	-5	-7	-13	0	-0.1	2.3	-15	-24
CCOc1cc2[nH]c(=O)n(CCC(=O)NCCc3ccccc3)c(=O)c2cc1OCC	1.7	6	-18	-10	-3	0.7	1.7	2	-13
O=C(CSc1nc2c(cnn2-c2ccccc2)c(=O)[nH]1)N1CCCCC1	0.4	7	-9	-11	-1	0.4	1.1	-7	-6
COc1cnn(-c2ccc(C)cc2)c(=O)c1Cl	0.3	10	3	-12	2	0.5	-1.4	-3	-14
O=C(OCn1nnc2ccccc2c1=O)c1cc(-c2ccccc2)nc2ccccc12	0.2	10	23	·	2	0.4	1.9	-14	-25
CC(C)CNS(=O)(=O)c1ccc(CCC(=O)Nc2cc(Cl)ccc2Oc2ccccc2)cc1	0.0	8	45	-14	3	0.3	0.2	-10	-9
CCN(CC)C(=O)c1ccccc1NC(=O)c1ccccc1C	0.1	·	-18	-5	1	0.3	-1.1	0	12
COc1ccc(OCC(O)COc2ccc(OC)cc2)cc1	1.9	6	12	-5	-4	0.1	1.6	-6	-43
COc1ccc2c(c1)[nH]c1c(=O)n(CCN3CCOCC3)cnc12	1.7	15	-6	-8	0	0.1	6.5	-9	-7

One compound at a time, as listed above. Order of values: zfTRPN1 agonist	PPC-1+TRAIL kill	CHOP inhibitor	MDM2 E3 inh	Runt-SMMHC FRET	TRPML3 ag	TNF death inh	NCF1 inh	EBV gp42 inh
CC(C)CNS(=O)(=O)c1ccc(CCC(=O)Nc2cc(Cl)ccc2Oc2ccccc2)cc1 in the list: 0.0	8	45	-14	3	0.3	0.2	-10	-9
CCOc1ccc(Cc2nn[nH]n2)cc1 in the list: 0.3	15	19	-2	-13	0.3	-0.5	-5	-9
